SR-BI DiI inh: inhibitors of SR-BI mediated HDL lipid uptake, primary screen, ldlA[mSR-BI] cells, fluorescence, single point; ldlA[mSR-BI] CHO cells, DiI-HDL uptake fluorescence, 3 h; inhibition, % at 12.5 µM; 320,000 tested, 0.96% active; AID 488896, 2010;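 active = mean replicate inhibition of at least 70% and a set share of replicates each scoring 70 or more; inconclusive = meets just one of the two criteria; inactive = fails both criteria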;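 also: 0% = median of neutral control wells and 100% = median of positive control wells; values of inactives mirror those of a sister screen read the other way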
Rtt109 Vps75: inhibitors of C. albicans Rtt109/Vps75 HAT, primary screen, biochemical, ThioGlo CoA-SH fluorescence, plate reader; Histone acetyltransferase RTT109 (Candida albicans (strain SC5314 / ATCC MYA-2876)), …; inhibition, % at 34.9 µM; AID 540336, 2011; purified Rtt109/Vps75, 4 h; 330,000 tested, 0.16% active;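 active = inhibition of at least 50% in every replicate; inconclusive = best replicate reaches 50% inhibition but some replicates fall short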
Target sequence (Q5AAJ8 whole entry, looked up): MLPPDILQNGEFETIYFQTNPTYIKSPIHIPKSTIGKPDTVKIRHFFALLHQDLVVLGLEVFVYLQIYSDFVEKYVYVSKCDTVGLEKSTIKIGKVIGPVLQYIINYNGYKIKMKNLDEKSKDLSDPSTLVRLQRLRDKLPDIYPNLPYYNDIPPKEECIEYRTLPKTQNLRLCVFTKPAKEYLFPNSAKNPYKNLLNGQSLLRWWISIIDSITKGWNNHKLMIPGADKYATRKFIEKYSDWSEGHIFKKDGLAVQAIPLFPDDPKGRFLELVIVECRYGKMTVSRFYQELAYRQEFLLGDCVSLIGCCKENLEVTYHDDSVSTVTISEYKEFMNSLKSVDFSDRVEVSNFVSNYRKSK
cardiac RTF act: cardiac RTF calcium sensitivity activators, primary screen, biochemical, IANBD-TnC fluorescence, EC20 calcium; IANBD-labeled TnC RTF fluorescence at EC20 calcium; 0% EC20 calcium, 100% full calcium; activation, % at 7.2 µM; 340,000 tested, 0.24% active; AID 493008, 2010;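 active = activation above the mean over all tested compounds plus 3 SD, cut at about 30% in these data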;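 also: rise in fluorescence read as greater calcium sensitivity of cardiac thin filaments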
CDK5 p35 inh: inhibitors of human CDK5/p35 kinase, primary screen, biochemical, single concentration | Cyclin-dependent kinase 5 (Homo sapiens) + Cyclin-dependent kinase 5 activator 1 (Homo … | Recombinant CDK5/p35, ADP-Glo luminescence, 60 min | inhibition, % at 10 µM | 330,000 tested, 0.01% active | AID 488839, 2010;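 active = highest replicate inhibition of at least 50% and at least 75% of replicates reaching 50%; inconclusive = only one of the two criteria met; inactive = both criteria failed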;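 also: plate controls were DMSO neutral control for no effect and GW8510 at 10 µM for full effect; many of its hits are not listed in these tables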
Target sequence (Q00535 whole entry, looked up): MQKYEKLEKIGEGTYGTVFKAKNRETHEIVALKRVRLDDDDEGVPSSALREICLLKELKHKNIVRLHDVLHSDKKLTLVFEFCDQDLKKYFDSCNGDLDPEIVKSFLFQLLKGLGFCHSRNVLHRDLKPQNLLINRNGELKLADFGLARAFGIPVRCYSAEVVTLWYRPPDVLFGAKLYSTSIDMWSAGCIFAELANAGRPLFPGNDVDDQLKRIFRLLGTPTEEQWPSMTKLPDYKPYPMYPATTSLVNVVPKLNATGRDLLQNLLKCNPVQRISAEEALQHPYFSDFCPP
Target sequence (Q15078 whole entry, looked up): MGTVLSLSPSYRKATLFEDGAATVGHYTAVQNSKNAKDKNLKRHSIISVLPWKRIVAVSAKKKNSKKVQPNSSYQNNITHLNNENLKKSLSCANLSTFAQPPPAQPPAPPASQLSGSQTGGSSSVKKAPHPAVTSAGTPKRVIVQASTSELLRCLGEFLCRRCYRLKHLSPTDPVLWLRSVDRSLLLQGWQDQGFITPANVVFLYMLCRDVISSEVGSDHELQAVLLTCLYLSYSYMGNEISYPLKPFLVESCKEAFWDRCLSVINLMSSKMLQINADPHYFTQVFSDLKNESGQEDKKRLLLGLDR
MITF act: activators of MITF-driven TRPM1 promoter reporter, primary screen, cell-based, SK-MEL-5, luciferase, single point. SK-MEL-5 TRPM1-promoter luciferase, 24 h; % of positive control, neutral wells = 0. activation, % at 12.5 µM. 300,000 tested, 0.75% active. AID 588334, 2011;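 active = mean activation of at least 80% with every replicate also reaching 80%; inconclusive = mean reaches 80% but some replicate falls short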;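 also: 0% = neutral control wells and 100% = parthenolide positive control wells; values of inactives mirror those of a sister screen read the other way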
PvdQ inh: P. aeruginosa PvdQ acylase inhibitors, primary screen, biochemical, fluorescence, plate reader and imaging, single point. PvdQ acylase [Pseudomonas aeruginosa LESB58]. purified PvdQ acylase. inhibition, % at 10 µM. 340,000 tested, 0.063% active; in the data active = inhibition above about 30%, passing the limit was not always enough; inconclusive = no clear call, values can overlap the other calls;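 also: 0% = vehicle neutral wells and 100% = reference inhibitor wells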
HTR5A ag ctr: HTR5A agonists in luminescence cell assay, primary screen, counter-screen for OPRM1-OPRD1 heterodimer agonist project, full-deck HTS; activation, % at 9.3 µM; 5-hydroxytryptamine receptor 5A (Homo sapiens), P47898; AID 504692, 2011; cell-based; 340,000 tested, 0.61% active; in the data active = activation mostly above about 9.5%, no sharp cut-off; inactive = mostly below about 7.6%;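 also: 0% = cells with vehicle only and 100% = reference agonist; strong numbers were not always called active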
Wnt bcat act: Wnt/beta-catenin pathway activators, primary screen, cell-based, plate reader, single point | activation, % at 9.35 µM | Wnt/beta-catenin reporter cell assay, activator | 300,000 tested, 1.2% active; in the data active = activation above about 30%, passing the limit was not always enough; inconclusive = no clear call, values can overlap the other calls;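 also: 0% = neutral control wells and 100% = positive control wells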
dFosB activator: activators of delta FosB homodimer, primary screen, biochemical, fluorescence polarization, TAMRA-CDK5 oligo, single point | Protein FosB (Mus musculus), P13346 | purified delta FosB; percent of positive-control signal above neutral wells | activation, % at 25 µM | 340,000 tested, 0.99% active | AID 493131, 2011;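 active = mean activation above about 17%, with every replicate also reaching it, limit read from the data, passing the limit was not always enough; inconclusive = only one of the two conditions met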;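 also: fluorescence polarization rise as delta FosB binds a TAMRA Cdk5 AP-1 oligo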
SR-BI uptake up: activators of SR-BI mediated DiI-HDL uptake, primary screen, ldlA[mSR-BI] CHO cells, DiI fluorescence; 3 h; 100 = double the neutral-control signal; activation, % at 12.5 µM; 320,000 tested, 0.096% active;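 active = mean replicate activation of at least 60% and every replicate at or above 60%; inconclusive = mean or all-replicate condition met, but not both; inactive = mean below 60% and not all replicates reaching 60%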;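 also: 0% = median plate neutral-control signal and 100% = twice that signal; values of inactives mirror those of a sister screen read the other way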
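Material – SR-BI-overexpressing, LDLR-lacking CHO cells · Medium – BSA-supplemented, HEPES-buffered Ham's F12, pH 7.4 · Doses – single concentration · Times – compound with DiI-HDL co-incubation, 3 h at 37 °C · Measured by – bottom-read fluorescence, 550/595 nm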
An asterisk follows results filed as active; ? = inconclusive; · = not tested or not shown.

nr	compound	SR-BI DiI inh	Rtt109 Vps75	cardiac RTF act	CDK5 p35 inh	MITF act	PvdQ inh	HTR5A ag ctr	Wnt bcat act	dFosB activator	SR-BI uptake up
1	O=C(CP(=O)(c1ccccc1)c1ccccc1)Nc1nc2ccccc2s1	-10	5	1	0.1	·	-4	-1	-4	-6	10
2	CC(C)CCNC(=O)CN(C(=O)CCC(=O)Nc1ccccn1)c1ccc(F)c(Cl)c1	-10	9	5	-1.6	·	-2	7	-4	-6	10
3	Cc1ccc(CN2CN(S(=O)(=O)c3cccs3)c3nc4ccccc4nc32)cc1	5	-4	-3	0.6	66	-7	-5	·	-9	-5
4	CCOC(=O)N1CCC(Nc2c(NCCCN3CCN(CC)CC3)c(=O)c2=O)CC1	-11	9	-4	1.2	-8	-7	3	2	-1	11
5	CCc1ccc(S(=O)(=O)N2CCCC(N3CCN(c4ccc(OC)cc4)CC3)C2)cc1 (stereo not drawn)	-6	8	0	-0.4	0	-4	-2	-1	-9	6
6	CN(C)C(=O)c1c(NC(=O)c2ccccc2)sc2c1CCC2	21	-3	4	0.2	·	-12	0	1	1	-21
7	COc1ccccc1C(=O)Nc1ccc2c(C)cc(=O)oc2c1	22	-4	-4	-0.8	88*	23	2	48*	-8	-22
8	Clc1cc(Cl)c2nc(N3CCCC3)sc2c1	19	-2	2	-0.1	29	-2	8	36*	-7	-19
9	O=C(COc1ccc2c(c1)CCC2)N1CCc2ccccc21	0	-1	3	-0.3	·	4	3	60*	-8	0
10	Cc1coc2c1c(C)cc1oc(=O)c(CC(=O)NCC(=O)N[C@H](C(=O)O)C(C)C)c(C)c12	18	-4	-8	-0.9	-10	10	4	1	3	-18
11	CC(C)(C)C(=O)NC(=S)Nc1sc2c(c1C(N)=O)CCC2	21	-6	12	-1.5	64	-8	-3	7	-8	5
12	Cc1cccc(NC(=O)c2ccc3c(=O)n4c(nc3c2)CCCCC4)n1	42	2	6	0.8	3	-12	4	35*	-20	-42
13	CS(=O)(=O)N(CC(=O)NCC1CCCO1)c1cccc([N+](=O)[O-])c1 (stereo not drawn)	-24	1	-1	-0.3	-2	-11	2	1	-1	24
14	Cc1ccc(-c2nn(-c3ccccc3)cc2C2CC(c3ccccc3)=NN2C(=O)CCC(=O)O)cc1 (stereo not drawn)	15	14	3	0.6	-7	6	-1	1	-5	-15
15	CCN(CC)S(=O)(=O)c1ccc2c(c1)oc(=O)n2CC(=O)N(C)C1CCCCC1	20	1	1	·	2	0	-3	-2	-7	-20
16	CCOC(=O)CNC(=O)Cn1cnc2ccc(S(=O)(=O)N3CCC(C)CC3)cc2c1=O	9	·	5	-1.2	0	-10	0	·	-5	-9
17	Cc1cc2cc(CNC(=O)CCC(=O)O)ccc2[nH]1	·	-6	-4	-0.6	·	-7	1	-1	3	·
18	CC(=O)NC1CC2CCCC(C1)N2C(=O)Nc1ccccc1C (stereo not drawn)	-2	8	-2	1.5	·	4	-1	-2	4	2
19	COc1cccc(-n2c(C)n[nH]c2=O)c1	1	-3	6	-1.2	·	-10	7	-4	1	-1
20	C/C=C/C(=O)OCC(=O)Nc1ccc(F)cc1Cl	-6	7	-3	-1.0	-11	1	7	3	-1	6
21	Cc1oc(-c2cccs2)nc1CS(=O)CC(=O)NCCCN1CC(C)CC(C)C1 (stereo not drawn)	-11	4	-6	0.0	·	-5	0	-6	-9	11
22	Cc1cc(C(=O)OCC(=O)N2CC(C)OC(C)C2)c2ccccc2n1 (stereo not drawn)	19	0	-5	0.7	-11	-15	-1	-2	-7	-19
23	CC1(C(=O)Nc2ccc(S(=O)(=O)Nc3ncccn3)cc2)CCCC1	-30	1	-1	1.7	-7	-3	2	-6	1	30
24	CC(C)c1ccc(NC(=O)C2C3C=CC(CC3)C2C(=O)O)cc1 (stereo not drawn)	1	-3	6	-11	·	-20	0	0	-2	-1
25	O=C(NCCCCCCNC(=O)C1CCCC1)C1CCCC1	6	8	0	0.2	-8	-10	-4	·	2	-6
26	O=c1c2ccccc2nc2n1CCC2O (stereo not drawn)	-8	0	-1	-1.8	2	9	3	-1	-5	8
27	O=C(C(Cc1ccccc1)n1cccc1)N1CCN(c2cccc(Cl)c2)CC1 (stereo not drawn)	9	5	0	0.0	·	-7	-3	-1	-12	-9
28	Cc1ccc2oc(=O)c3cnn(CC(=O)NCCCOC(C)C)c3c2c1	-25	1	5	1.1	·	-3	1	2	-4	25
29	Cc1occc1-c1nnc(SCc2nnc(-c3ccc(Cl)cc3)o2)n1C	-11	-13	9	0.8	32	-16	5	·	-6	11
30	CCOc1ccc2nc(NC(=O)C3CCCN(S(=O)(=O)c4cccc5nonc45)C3)sc2c1 (stereo not drawn)	62	-8	3	1.4	-7	-10	2	-1	12	-62
31	Nc1sc(-c2ccccc2)n[n+]1Cc1cccc2cccnc12	·	5	-2	-6.0	6	-34	-1	1	-7	·
32	COc1ccccc1/C=C\C=N\NC(=O)CCn1nnc2ccccc21	38	6	9	1.0	33	15	7	-7	-5	-38
33	O=C(Nc1ccc2c(c1)OCCO2)C1CCN(c2ncccn2)CC1	16	2	1	3.7	7	14	2	-1	3	-16
34	COc1ccc(CN2C(=O)C(Cc3ccccc3)Nc3ncnc(N4CCCCC4)c32)cc1 (stereo not drawn)	-8	-3	5	0.8	-4	-8	-5	·	-7	8
35	O=C(NCCN1CCc2ccccc2C1)C1CCN(S(=O)(=O)N2CCCCC2)CC1	-10	·	2	1.3	-11	2	0	-1	-7	10
36	COc1ccc(C2NC(=S)N(c3ccccc3)C(C)=C2C(=O)Nc2ccccc2)cc1 (stereo not drawn)	13	13	4	1.1	7	0	-2	·	-5	-13
37	Cn1c(C2=C(O)CN(c3ccc4c(c3)OCCO4)C2=N)nc2ccccc21	-2	4	-2	-0.5	3	-1	0	0	2	2
38	COc1ccc(OCCCC(=O)OC(C)C(=O)Nc2ccc(NC(C)=O)cc2)cc1 (stereo not drawn)	-4	6	1	-2.6	17	-9	2	0	-2	4
39	COc1ccc(-c2nnc(SCc3c(C)noc3C)n2N)cc1OC	5	0	-3	-2.1	-6	-7	-1	·	-4	-5
40	NC(=O)COC(=O)/C=C/c1ccc(S(=O)(=O)N2CCCCCC2)cc1	4	-6	1	0.3	2	-18	-1	-1	2	-4
41	COc1ccc(CN2C(=NC(=O)c3ccccc3)SC3CS(=O)(=O)CC32)cc1OC (stereo not drawn)	-3	-1	1	-1.2	-8	-1	3	-2	3	3
42	O=C(COC(=O)c1cccnc1Cl)c1ccc(OC(F)F)cc1	-20	0	-5	0.7	5	-8	9	-2	-1	20
43	CCC1C(=O)CC(c2ccccc2)NC1c1ccccc1 (stereo not drawn)	3	-6	0	0.7	-2	-14	-3	0	0	-3
44	Cc1cc(OCC(=O)NCCCN2CCOCC2)c2c(C)c(C)c(=O)oc2c1	5	-7	-9	0.3	-7	0	1	1	-8	-5
45	Cc1ccc(S(=O)(=O)N2CCCCC2)cc1NC(=O)c1ccncc1	-35	7	3	1.5	5	-6	7	0	-1	35
46	N/C(=N\N=C\c1ccc(O)cc1)c1nonc1N	-1	5	3	5.8	65	-10	0	49*	-4	1
47	CC(=O)Nc1ccc(S(=O)(=O)N2CCN(S(=O)(=O)N3CCCCC3)CC2)cc1	2	-2	5	-0.2	-6	-7	2	-2	9	-2
48	Nc1nonc1C(=O)NCCNC(=O)c1cccc(Cl)c1	·	?	-9	2.5	-9	12	10	-1	-3	·
49	Cc1cc(OC(C)C(=O)NNC(=O)Nc2ccc(F)cc2F)cc(C)c1Cl (stereo not drawn)	-1	-6	2	1.6	0	-11	0	-4	-2	1
50	CC(=O)Oc1ccc(-c2nc3c(C)cccc3c(=O)o2)cc1	41	-1	2	-3.2	-22	-2	-5	1	-23	-41
51	COC(=O)c1ccc(NC(=O)C2CC(=O)OC2c2ccccc2)cc1 (stereo not drawn)	-4	0	-2	-1.4	·	-11	0	-2	1	4
52	O=C(O)CCc1ccc(-c2cccs2)n1-c1ccc(C(=O)O)cc1	·	-5	-1	0.9	-4	-6	0	-1	0	·
53	CC1CCCCC12NC(=O)N(CC(=O)N1CCN(S(=O)(=O)c3cccs3)CC1)C2=O (stereo not drawn)	-4	-6	-8	0.2	7	-15	10	-2	-7	4
54	CC(C)(OC(=O)c1ccc(C(F)(F)F)cc1)c1cc2ccccc2c(=O)o1	-18	5	-3	-0.4	9	-11	3	-1	-7	18

Compound activity deposited in PubChem BioAssay by several laboratories.
